Hsp70 inhibitors = Hsp70 inhibitors, probe displacement, primary screen, biochemical, fluorescence polarization (AID 583); displacement, % at 20 µM; hits with a dose series show IC50 in µM; Hsp70 fluorescence polarization probe displacement, mP; higher % means a stronger effect; hit rate 0.06% among 140,000; in the data active = displacement above about 50%;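 note: plate controls were vehicle for no effect and reference ligand for full effect; a part of the inactive calls stands beside numbers as strong as those of hits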
MKP-3 inhibition = MKP-3 phosphatase inhibitors, primary screen, biochemical, rat enzyme, in vitro (AID 425). recombinant MKP-3 phosphatase activity, fluorescence; higher % means a stronger effect. hit rate 0.17% among 110,000. inhibition, % at 20 µM, or IC50 in µM where a hit was titrated; in the data active = inhibition above about 50%;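 note: plate controls were vehicle for no effect and reference inhibitor for full effect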
Active calls of the source: *; . = no result given; & = joins results of further samples.

SMILES	Hsp70 inhibitors	MKP-3 inhibition
CCN1CCN(c2cc(C)c3cc(NC(=O)c4ccc(Br)o4)ccc3n2)CC1	-5.4%	6.7%
COc1cccc(-n2nnnc2SCC(=O)Nc2cccc(NC(C)=O)c2)c1	-3.9%	4.6%
COc1cccc(C2C(C(=O)Nc3ccccc3)=C(C)N=c3s/c(=C\c4sccc4C)c(=O)n32)c1 (stereo not given)	-11.2%	0.9%
O=c1[nH]c(=S)n(-c2ccccc2F)c(O)c1C=C1C=CC=N1	32.3%	60.5%*
COc1ccccc1C1C=C(c2ccccc2)Nc2nnnn21 (stereo not given)	-0.4%	-7.1%
Cc1cc(C(=O)NCCCN(C)C)ccc1[N+](=O)[O-]	3.1%	-0.4%
CN1CCN(C(=O)CCN2C(=O)/C(=C/c3cccs3)SC2=S)CC1	1.6%	1.5%
CCN1C(=O)/C(=C\c2cccs2)C(C(=O)OC)=C1C	7.3%	.
CC1=C(C(=O)OC(C)C)C(c2ccccc2Cl)C2=C(CC(C)(C)CC2=O)N1 (stereo not given)	3.9%	2.6%
CCOC(=O)c1ccc(NC(=O)c2ccc3c(c2)OCO3)cc1	-1.9%&-0.4%	-1.2%&0.2%

Next section, starting with the last 6 of the part before.
SMILES	Hsp70 inhibitors	MKP-3 inhibition
COc1ccccc1C1C=C(c2ccccc2)Nc2nnnn21 (stereo not given)	-0.4%	-7.1%
Cc1cc(C(=O)NCCCN(C)C)ccc1[N+](=O)[O-]	3.1%	-0.4%
CN1CCN(C(=O)CCN2C(=O)/C(=C/c3cccs3)SC2=S)CC1	1.6%	1.5%
CCN1C(=O)/C(=C\c2cccs2)C(C(=O)OC)=C1C	7.3%	.
CC1=C(C(=O)OC(C)C)C(c2ccccc2Cl)C2=C(CC(C)(C)CC2=O)N1 (stereo not given)	3.9%	2.6%
CCOC(=O)c1ccc(NC(=O)c2ccc3c(c2)OCO3)cc1	-1.9%&-0.4%	-1.2%&0.2%
CC(C)c1ccc(N(CC(=O)Nc2ccccc2Cl)S(=O)(=O)c2ccccc2)cc1	0.1%	3.1%
O=C(c1ccc2c(c1)c(=O)oc1ccccc12)N1CCCCC1	4.4%	8.6%
O=C(CSc1nnc(-c2ccco2)n1-c1ccccc1)NCc1ccc2c(c1)OCO2	1.6%	-5.6%
CCOC(=O)C1CCCN(C(=O)CCc2ccccc2)C1 (stereo not given)	-0.9%	2.0%
O=C(N/N=C/c1c(O)ccc2ccccc12)c1cc(C23CC4CC(CC(C4)C2)C3)[nH]n1	5.0%	2.1%
CCOc1ccccc1N1COc2ccc3ccccc3c2C1	-5.4%	2.4%
CCN(CC)C1=NS(=O)(=O)c2ccccc21	-0.9%	2.4%
CCN(CC)c1ccc(NC(=O)c2cccs2)cc1	6.8%	0.1%
C=C(C)CSc1nc(N)cc(=O)[nH]1	2.4%	-6.4%
COC(=O)Cn1c(CN2CCN(c3ccc(F)cc3)CC2)nc2c1c(=O)n(C)c(=O)n2C	8.3%	-13.4%
COCCNc1oc(-c2ccc(F)cc2)nc1C#N	-5.3%	-3.7%
COc1cc(/C=C2/NC(=S)NC2=O)cc(Cl)c1OC(C)C	-3.9%	4.6%
O=C(NC(=S)Nc1ccc2oc(-c3ccccc3Br)nc2c1)c1ccccc1Cl	2.3%	6.0%
CCCc1noc(-c2ccccc2Cl)n1	4.4%	-1.7%
CS(=O)(=O)N1CCN(C(=O)c2cccnc2)CC1	1.8%	-12.4%
COc1ccc(CCn2nnc(-c3ccc(NC(C)=O)c(Cl)c3)n2)cc1	4.7%	.
C/C=C/C(=O)Nc1ccccc1Br	-2.1%	.
O=C(NCc1ccc2c(c1)OCO2)c1ccc2c(c1)C(=O)N(Cc1cccnc1)C2=O	-4.6%	-5.4%
O=C(COc1ccc(C=C2C(=O)NC(=O)NC2=O)cc1)NCCc1ccccc1	-3.7%	-0.7%
Cc1ccc2[nH]c3c(=O)n(CCCN4CCOCC4)cnc3c2c1	2.7%	6.2%
O=C(CN1C(=O)/C(=C/c2cccc(Br)c2)SC1=S)NC1=NCCS1	1.7%	1.9%
O=C(CN1CCC(n2nnc3ccccc32)CC1)Nc1ccc2c(c1)CCC2	-4.2%	4.0%
COc1ccc(OC)c(S(=O)(=O)n2cccn2)c1	-2.7%	2.0%
Cc1ccc(-c2oc3ccccc3c(=O)c2O)cc1	5.2%&-0.4%	-3.8%&2.0%
Cc1ccc(C(=O)Nc2ccc(C(=O)/C=C/c3cccnc3)cc2)cc1	2.8%	1.9%
O=C(CSc1nnc(-c2ccco2)o1)NCC(=O)c1ccccc1	-5.5%	3.3%
C=CCOc1ccc(/C=C/C(=O)c2ccc(C)cc2)cc1OC	-3.0%	5.2%
Cc1sc(NC(=O)COc2cccc(-n3cnnn3)c2)c(C#N)c1C	2.4%	-6.6%
COc1ccc(OC)c(N2C(=O)C3C4C=CC(C4)C3C2=O)c1 (stereo not given)	0.0%	3.8%
CC1CCN(C(=O)COC(=O)c2cc(Cl)cc(Cl)c2N)CC1	-1.4%	.
O/N=C1/CCc2cccc3cccc1c23	12.7%	-12.2%
CCOc1ccc2nc(NC(=O)c3cnccn3)sc2c1	0.8%	-0.8%
CCN(Cc1ccccc1)C(c1ccc(C)cc1)c1nnnn1C(C)(C)CC (stereo not given)	-0.2%	.
COc1ccc(C(=O)Nc2cc(C)cc(C)n2)cc1OC	-3.3%	0.2%
O=C(CSc1nnc(-c2ccc(F)cc2)o1)Nc1ccc(S(=O)(=O)N2CCCCCC2)cc1	5.7%	-3.7%
COc1ccc(CN2CCC(C(=O)N(C)CCc3ccc(OC)c(OC)c3)CC2)c(OC)c1	.	-4.2%
COc1ccc(CC(=O)N2CCN(c3ccccn3)CC2)cc1OC	-2.7%&1.1%	-11.7%&2.5%
Cc1nc2c(C(=O)NCc3ccc4c(c3)OCO4)c[nH]n2c(=O)c1Cc1ccccc1F	28.7%	-1.9%
CCOC(=O)CSc1nc2sc3c(c2c(=O)n1-c1ccccc1)CCCCC3	-8.4%	2.1%
CC1=C(C(=O)N2CCOCC2)C(c2ccccc2F)C2=C(CC(C)(C)CC2=O)N1 (stereo not given)	-1.4%	-2.0%
O=C(c1ccccc1)N1CCN(C2CC3CCC2C3)CC1 (stereo not given)	4.2%&-5.3%	-6.9%&2.1%
CC(=O)Nc1ccc(S(=O)(=O)N2CCN=C2C)cc1	5.3%&-0.7%	-7.8%&1.8%
O=C(c1noc2c1CCCCC2)N1CCN(C(c2ccccc2)c2ccccc2)CC1	2.8%	3.6%
Cc1cccc(-c2n[nH]c(=S)n2-c2ccccc2)c1	0.4%	-11.7%
COc1ccc(S(=O)(=O)NCCc2ccc(F)cc2)cc1	-1.9%	-13.6%
Cc1ccc(C(=O)/C=C/Nc2ccccc2)cc1	2.3%	2.4%
COc1ccccc1N1CCN(C(c2ccccc2)c2nnnn2CCc2ccccc2)CC1 (stereo not given)	4.9%	.
Cc1ccc(N(CC(=O)NCc2ccc(F)cc2)S(=O)(=O)c2cccs2)cc1	-2.8%	.
Fc1cccc(C2NC(=S)NC3=C2N2CCC3CC2)c1 (stereo not given)	-0.5%	.
Cc1cc(NC(=O)COC(=O)C2CCCN2C(=O)c2cccs2)no1 (stereo not given)	-0.5%	3.4%

Carrying on:
SMILES	Hsp70 inhibitors	MKP-3 inhibition
CC(=O)c1cccc(-c2ccc(/C=C3\C(=O)N(c4cccc(C(=O)O)c4)N=C3C)o2)c1	6.1%	0.0%
Cc1cc(NC(=O)c2ccc(Cn3nc(C)c(Br)c3C)o2)no1	0.1%	-5.4%
O=C(NCc1ccc2c(c1)OCO2)c1cc2c(s1)CS(=O)(=O)C2	-0.9%	-11.0%
O=C(c1ccccc1)c1ccc(N2CCOCC2)c(F)c1	-1.5%	-11.2%
CC(=O)Nc1ccc(S(=O)(=O)NCC2CCC(C(=O)N3CCCCCC3)CC2)cc1 (stereo not given)	-3.7%	3.5%
Cc1ccc(-c2noc(CN3CCN(C(c4ccccc4)c4ccccc4)CC3)n2)cc1	-0.5%	.
CC1CCc2cc(F)ccc2N1C(=O)c1ccc(Cl)c(Cl)c1 (stereo not given)	-3.3%	3.8%
Cc1ccc(C)c(N(CC(=O)Nc2c(C)n(C)n(-c3ccccc3)c2=O)S(=O)(=O)c2ccccc2)c1	-4.8%	0.5%
O=C(O)C1C2C=CC(O2)C1C(=O)NC1CCCc2ccccc21 (stereo not given)	8.2%	-8.9%
CCCOc1c(Br)cc(C2C3=C(CC(C)(C)CC3=O)OC3=C2C(=O)CC(C)(C)C3)cc1OC	-7.1%	-3.8%
CN(Cc1cc2ccccc2[nH]c1=O)S(C)(=O)=O	2.8%	1.6%
O=C(CN1CCN(c2ccccn2)CC1)Nc1ccc2ccccc2c1	9.9%	-5.8%
CC(=O)Nc1ccc(N2CCOCC2)c(C(=O)Nc2cccc(C)c2)c1	-2.9%	-10.4%
COc1ccc(NS(=O)(=O)c2ccc(C)c([N+](=O)[O-])c2)cc1	-0.8%	-0.5%
CCOC(=O)c1cn(CC)c2cc(N(C)CCc3ccc(OC)c(OC)c3)c(F)cc2c1=O	-2.1%	2.3%
O=C1c2ccccc2C(=O)C12OC(c1ccccc1)C1(C(=O)c3ccccc3C1=O)C2c1cccc([N+](=O)[O-])c1 (stereo not given)	-1.5%	.
O=C1N2CCSC2=NC1(Nc1ccccn1)C(F)(F)F (stereo not given)	-1.4%	-7.3%
CC(C)CC(=O)Nc1ncnc2c1C(=O)CC(C)(C)C2	-1.4%	-4.5%
Cc1cc(C)cc(NC(=O)COc2cccc(C)c2)c1	2.6%	-0.2%
O=C(Cn1cnc2ccccc21)NCCCN1CCOCC1	-1.2%	-1.7%

In a second layout: results already given
Values run as follows: Hsp70 inhibitors, MKP-3 inhibition
Cc1ccc2[nH]c3c(=O)n(CCCN4CCOCC4)cnc3c2c1
 : 2.7%, 6.2%
O=C(CN1C(=O)/C(=C/c2cccc(Br)c2)SC1=S)NC1=NCCS1
 : 1.7%, 1.9%
O=C(CN1CCC(n2nnc3ccccc32)CC1)Nc1ccc2c(c1)CCC2
 : -4.2%, 4.0%

More structures follow.
SMILES	Hsp70 inhibitors	MKP-3 inhibition
CCCNS(=O)(=O)c1ccc(OCC(=O)Nc2ccc3c(c2)OCCO3)cc1	-1.8%	.
Nn1c(SCc2cccc3ccccc23)nnc1-c1ccco1	5.0%	2.8%
COc1cc(Cl)ccc1S(=O)(=O)n1nc(C)cc1C	7.4%	-10.9%
Cc1cccc(-c2nnc3n2N=C(c2ccc(Br)cc2)CS3)c1	7.1%	7.7%
COc1ccccc1CC(=O)n1nnc2ccccc21	3.7%	2.8%
CCCCCOC(=O)C1=C(C)NC2=C(C(=O)CCC2)C1c1cccc(Cl)c1 (stereo not given)	1.2%	0.6%
NC(=O)c1ccc(NC(=O)c2cccc(I)c2)cc1	-2.2%	-0.9%
CCC1(C(O)(C#CCN2CCCCC2)c2ccccc2)CCCC1 (stereo not given)	2.8%	-4.0%
Cn1c(CCN2CCCCC2)nc2cc(NC(=O)Nc3ccccc3)ccc21	4.1%	3.6%
COC(=O)C1=C(C)NC(=O)NC1c1ccc(OC)c(OC)c1OC (stereo not given)	1.3%	-0.5%
Cn1c(CN2CCN(c3ccc(Cl)cc3)CC2)nc2ccccc21	-0.6%	-1.1%
COCCNC(=O)c1cc2n(n1)C(C(F)(F)F)CC(c1ccc(Br)cc1)N2 (stereo not given)	5.4%	-0.7%
COc1cc(NC(=O)/C=C/c2ccc(C)cc2)c(OC)cc1Cl	5.5%	1.4%
CC1(C)Cc2ccccc2-c2nnc(SCC(=O)Nc3ccc4c(c3)OCO4)n21	-2.9%	-7.0%
COc1ccccc1N1CCN(C(=O)c2sc3cc(C)ccc3c2Cl)CC1	6.4%	0.2%
Nc1nonc1C(=O)N/N=C/c1cn[nH]c1-c1ccccc1	3.3%	0.1%
NC(=O)CSCc1c(Cl)cccc1Cl	-1.9%	-3.9%
CCCS(=O)(=O)c1c(S(=O)(=O)CCC)c2ccccn2c1C(=O)OC	.	0.6%
c1ccc(-n2nnnc2SCc2ccccn2)cc1	3.0%	.
CC(C)COC(=O)c1ccc(NC(=O)C2C3C=CC(C3)C2C(=O)O)cc1 (stereo not given)	-0.6%	-4.8%
Cc1nc2sc3c(c2c(=O)n1-n1cccc1)CCCC3	3.1%	1.4%
CCc1nc2c(cnn2-c2ccc(Cl)cc2)c(=O)n1-c1ccc(OC)cc1	-4.1%	5.3%
COc1ccc(-n2c(Cn3nnc4ccccc43)nnc2SCC(=O)O)cc1	-10.0%	-3.6%
NC(=O)C1CCN(C(=O)COc2cccc3ccccc23)CC1	-0.9%&6.5%	3.1%
CC(C)c1nnc(N2C(=O)c3oc4ccccc4c(=O)c3C2c2ccco2)s1 (stereo not given)	4.5%	.
CCOc1cc(OCC)cc(C(=O)Nc2ccc(I)cc2Cl)c1	-2.8%	3.8%
CC1(C(=O)NCc2ccccc2)Oc2ccccc2NC1=O (stereo not given)	-0.3%	.
COC(=O)c1cc(Br)c(=O)n(-c2ccc(C(C)=O)cc2)c1	-9.1%	0.7%
CC(CNC(=O)c1ccc(F)c2ccccc12)c1ccccc1 (stereo not given)	9.9%	-2.8%
Cc1ccc(C)c(NC(=O)CSc2nnc(-c3ccccc3)o2)c1	1.8%	-0.9%
CCC(CC)C(=O)NCCc1cc2ccc(C)cc2[nH]c1=O	0.2%	2.4%
CCOC(=O)c1[nH]c2ccc(C)cc2c1N	-0.9%	-1.7%
O=C(O)CC/C(=N/NC(=O)c1c[nH]c2ccccc12)c1ccccc1	1.0%	0.5%
O=C(O)c1cccc2c1-c1ccccc1/C2=N\O	3.1%	3.5%
COc1ccc(NC(=O)c2ccco2)c(NC(=O)Cc2cccs2)c1	3.5%	-6.1%
COc1ccc(/C=N/Nc2nc(N3CCCC3)nc(N3CCCC3)n2)cc1	-0.1%	0.3%
Cn1c(=O)c2c(ncn2CC(COCc2ccccc2Cl)OCc2ccccc2Cl)n(C)c1=O (stereo not given)	2.0%	.

Compound activity: PubChem, Sanford-Burnham Center for Chemical Genomics

Some of the compounds tested. The share of hits here may be higher or lower than overall.
